Scp1 inh: blocks human Scp-1 phosphatase activity; Recombinant Scp1, phosphopeptide, malachite green phosphate absorbance; AID 493091; 0.88% of 340,000 active; inhibition, % at 20 µM; Q9GZU7;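 active means inhibition above about 50% at 20 µM, limit read from the data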;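 further: plate controls were DMSO wells with enzyme for no effect and wells lacking enzyme for full effect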
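Test system: SCP-1 phosphatase catalytic domain, residues 76-261; measured by: colorimetric phosphate reagent with accelerator and stabiliser, absorbance at 630 nm; timing: enzyme reaction 45 min at room temperature, colour 5 min, stabilisation 30 min; also added: Phosphorylated 17-residue peptide substrate; compound dosing: one concentration, 20 µM, with 1.0% DMSO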
NadD inh: inhibitors of Staphylococcus aureus NadD; AID 602399; purified NadD enzyme, colorimetric absorbance read-out; 0.78% of 360,000 active; inhibition, % at 20 µM; in the data active means inhibition above about 26%; further: some compounds past the cut are filed as inactive
DNMT1 block: blocks human DNA methyltransferase DNMT1; P26358; DNMT1 molecular beacon, Hinp1I cleavage, fluorescence; inhibition (reported as % activation of signal), % at 10 µM; 0.83% of 360,000 active; AID 588458; in the data active means inhibition above about 50%
Target sequence (P26358 504-1616 limits assumed): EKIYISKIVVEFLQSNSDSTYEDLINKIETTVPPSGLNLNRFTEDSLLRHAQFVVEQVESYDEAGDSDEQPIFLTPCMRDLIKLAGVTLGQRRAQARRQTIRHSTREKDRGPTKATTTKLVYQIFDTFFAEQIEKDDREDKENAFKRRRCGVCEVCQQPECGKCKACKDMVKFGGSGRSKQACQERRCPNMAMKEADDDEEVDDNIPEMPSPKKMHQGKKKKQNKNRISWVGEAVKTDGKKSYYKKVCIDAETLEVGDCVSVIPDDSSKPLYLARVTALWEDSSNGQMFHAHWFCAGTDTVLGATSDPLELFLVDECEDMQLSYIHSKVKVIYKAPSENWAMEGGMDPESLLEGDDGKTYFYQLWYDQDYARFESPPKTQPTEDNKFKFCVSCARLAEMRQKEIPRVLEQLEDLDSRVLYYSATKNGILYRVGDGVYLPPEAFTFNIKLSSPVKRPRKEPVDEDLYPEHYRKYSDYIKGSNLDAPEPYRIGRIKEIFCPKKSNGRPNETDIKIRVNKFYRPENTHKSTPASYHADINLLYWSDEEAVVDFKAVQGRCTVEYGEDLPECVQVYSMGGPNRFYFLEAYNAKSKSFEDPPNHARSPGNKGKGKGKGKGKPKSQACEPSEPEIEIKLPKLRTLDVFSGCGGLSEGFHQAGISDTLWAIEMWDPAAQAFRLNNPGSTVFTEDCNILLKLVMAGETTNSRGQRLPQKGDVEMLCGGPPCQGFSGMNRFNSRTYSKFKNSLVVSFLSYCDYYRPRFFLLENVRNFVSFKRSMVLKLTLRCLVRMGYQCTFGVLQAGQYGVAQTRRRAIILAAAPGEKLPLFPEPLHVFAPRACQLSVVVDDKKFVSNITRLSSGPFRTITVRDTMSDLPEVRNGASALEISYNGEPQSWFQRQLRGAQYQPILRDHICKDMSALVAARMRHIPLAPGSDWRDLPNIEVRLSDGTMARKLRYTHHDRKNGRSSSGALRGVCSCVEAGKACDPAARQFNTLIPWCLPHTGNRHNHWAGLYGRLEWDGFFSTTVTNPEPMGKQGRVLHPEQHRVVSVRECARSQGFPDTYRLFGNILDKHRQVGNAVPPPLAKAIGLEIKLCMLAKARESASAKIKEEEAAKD
CSN deneddyl inh: blocks human CSN-mediated cullin deneddylation. Q92905. Purified CSN, SCF-Nedd8-OG deneddylation, fluorescence polarization. inhibition, % at 12.5 µM. 0.38% of 360,000 active. AID 651999;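 active means pattern-corrected inhibition above about 35%, with an unprinted fluorescence ratio check between 0.5 and 1.5, limit read from the data, passing the limit was not always enough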;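 further: 0% = enzyme with substrate and 100% = substrate without enzyme; some results filed as inactive read as strong as hits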
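Assay system: Purified human Csn5 enzyme expressed in HEK293T cells | Amount: Enzyme 0.24 nM | Measured by: Fluorescence polarization readout | Medium: Tris/NaCl/DTT buffer, pH 7.5 | Compound dosing: One concentration, 12.5 µM, 0.25% DMSO | Times: 90 min incubation of compound, enzyme and substrate at room temperature | Control set: no-enzyme wells high, enzyme-with-substrate wells low | Read-out: % inhibition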
LMPTP inh: LMPTP (human) inhibition | recombinant LMPTP-A, OMFP fluorogenic substrate, fluorescence intensity | inhibition, % at 20 µM | 0.22% of 360,000 active;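 active means compounds that cut the enzyme signal by at least half of the control window in the single-dose screen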;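 further: plate controls were DMSO wells with enzyme plus substrate for no effect and substrate without enzyme for full effect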
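Buffer or medium: Bis-Tris pH 6.0, DTT, detergent; Assay system: LMPTP-A enzyme; Quantity: 0.625 nM enzyme; Detection: endpoint fluorescence intensity; Times: 50 min dark incubation at room temperature; Controls: substrate-only low control, DMSO enzyme-plus-substrate high control; Doses: single 20 µM dose; Read-out: percent inhibition versus substrate-only and uninhibited controls; Reagent: 400 µM OMFP.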
Rpn11 block: inhibitors of human proteasome Rpn11 | human 26S proteasome, Ub4-pepOG fluorescence polarization; 20S core pre-blocked with epoxomicin | 0.59% of 360,000 active | calls only at 20 µM | O00487;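 active means inhibition at 20 µM, scaled to each plate's controls, above about 33%, limit read from the data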
MsrA inhibitor: bovine MsrA inhibition. purified bovine MsrA, absorbance read-out. inhibition, % at 15.5 µM. 0.75% of 360,000 active; in the data active means inhibition above about 4.5%;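 further: 0% = vehicle wells with enzyme and 100% = reference inhibitor wells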
STEP inh: inhibitors of human striatal-enriched phosphatase STEP; recombinant STEP, OMFP fluorogenic substrate, fluorescence; inhibition, % at 20 µM; 0.25% of 360,000 active; AID 588621;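 active means inhibition at 20 µM, scaled per plate between control wells, above about 37%, limit read from the data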;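 further: 0% = DMSO with enzyme and substrate and 100% = substrate only without enzyme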
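Material: STEP (striatal-enriched tyrosine phosphatase) enzyme, cell-free; Compound dosing: 20 µM single dose in 1% DMSO; Technique: fluorescence read at 480 nm ex / 540 nm em; Times: reaction 20 min, ambient temperature; Medium: 50 mM Bis-Tris pH 6.0 with 2.5 mM DTT and 0.005% Tween 20; Also added: OMFP at 25 µM.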
TbMetRS inhib: Trypanosoma brucei MetRS inhibition | purified T. brucei MetRS, ATP depletion, Kinase-Glo luminescence | inhibition, % at 11.9 µM | 0.4% of 360,000 active | AID 624268;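 active means inhibition above a per-plate cutoff of the control wells' mean inhibition plus 3 SD, cut at about 5.5% in these data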;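 further: 0% = DMSO wells median and 100% = median of wells with control inhibitor compound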
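System: purified T. brucei MetRS enzyme / Detection: Kinase-Glo luciferase luminescence reporting remaining unconsumed ATP / Medium: HEPES buffer with MgCl2, KCl, DTT, spermine, BSA, pyrophosphatase / Replication: singlicate, one well per compound / Evaluation: percent inhibition relative to median high and low control wells / Schedule: 2 h aminoacylation at 25 °C after 15 min preincubation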
SUMO1-SIM PPI: modulators of human SUMO1-mediated protein-protein interactions. inhibition, % at 20 µM. 0.33% of 360,000 active. SUMO1 binding to a labelled peptide, TR-FRET, 1 h. P63165. AID 602429; in the data active means inhibition above about 37%
The depositor's hits bear a star; i = inactive; · = no result given; & = joins results of further samples.

Under each structure – Scp1 inh	NadD inh	DNMT1 block	CSN deneddyl inh	LMPTP inh	Rpn11 block	MsrA inhibitor	STEP inh	TbMetRS inhib	SUMO1-SIM PPI
COCCn1nnnc1C(c1ccc(OC)cc1)N1CCN(C(=O)c2ccco2)CC1 (configuration not stated)
→ -4	-20	0	1	-2.2	i	0.0	0	-0.1	5
CCC(=O)Nc1ccc(NC(=O)CSc2nnnn2CC)cc1C
→ -4	1	1	2	-0.1	i	-1.5	-2	0.2	0
Cc1cc(C)nc(NCCO)n1
→ -10	-5	-1	-6	-0.7	i	-0.3	1	-0.6	1
Cc1ccc(C)c(NC(=O)/C(C#N)=C/c2cn(CC(=O)NCc3ccco3)c3ccccc23)c1
→ -5	10	27	-2	0.1	i	-0.1	4	0.1	-1
NC(=O)SCC(=O)Nc1ccccc1C(=O)O
→ -14	0	1	1	-0.4	i	0.1	-1	-1.1	6
O=C(COC(=O)c1ccc(Cl)nc1)NCCc1ccccc1
→ 0	-4	1	-7	-0.5	i	-0.7	2	-0.3	3
CC12CCC(c3c(C(=O)Nc4nccs4)nn(-c4ccccc4)c31)C2(C)C (configuration not stated)
→ 1	11	4	-1	2.1	i	-0.9	0	-0.7	2
CC(C)(C)c1ccc(-c2nc(C=O)c3ccccn23)cc1
→ -8	-6	-4	-4	0.9	i	2.1	-2	-0.3	-27
Cc1nc(C(=O)NNC(=O)c2ccc(Cl)cc2)c(C(F)(F)F)o1
→ -2	2	5	1	-0.2	i	-0.5	-1	0.2	5
O=C(c1ccsc1)N1CCCC(Nc2cccc(F)c2)C1 (configuration not stated)
→ -5	-9	2	3	-0.6	i	-0.9	4	-0.4	3
O=C(CSc1nnc2c(n1)[nH]c1ccc(F)cc12)N1CCOCC1
→ -3	3	-1	4	-1.2	i	3.1	4	1.7	-11
COc1ccc(CSc2nnnn2-c2ccccc2)cc1
→ -17	-1	-1	-4	1.9	i	-0.4	0	1.2	-3
CCc1cccc(CC)c1N1C(=O)COCC1=O
→ ·	-4	10	0	-0.9	i	0.8	-2	-0.1	2
O=C(COC(=O)c1ccco1)Nc1cccc(S(=O)(=O)N2CCOCC2)c1
→ ·	-1	9	4	-1.1	i	0.3	-2	0.0	2
Cc1ccc(N=Cc2cc3c(cc2O)OC(N)=C(C#N)C3c2ccccc2)cc1 (configuration not stated)
→ -7	17	-20	4	0.2	i	0.5	-22	1.6	-3
Cc1ccc(S(=O)(=O)NCC(=O)N/N=C/c2ccc(Cl)cc2Cl)cc1
→ -8	-4	-2	-7	1.0	i	-0.9	-2	0.0	-3
CC(=O)NC1CCN(CC(=O)Nc2nccs2)CC1
→ -10	-1	3	0	0.5	i	-0.9	1	-0.4	2
CCCCn1c(=O)[nH]c2nc3cc(NC(C)=O)ccc3nc2c1=O
→ -3	-5	3	-3	-0.4	i	0.3	0	0.6	-23
CCCCn1c(SCc2cccnc2)nc2c1c(=O)n(C)c(=O)n2C
→ -4	8	3	-3	1.4	i	-0.2	0	-0.4	1
OCCN1CCN(CC/C=C2/c3ccccc3Sc3ccc(C(F)(F)F)cc32)CC1
→ -6	-2	-10	-3	-1.2	i	0.7	2	-0.7	-2
COc1ccc(N2CCN(C(=O)c3ccc(C(C)(C)C)cc3)CC2)cc1
→ -7	-1	-2	-1	1.7	i	0.4	2	-0.6	2
CCCCOC(=O)C(C)Nc1n[nH]c(=O)[nH]c1=O (configuration not stated)
→ 0	-2	0	-1	-1.4	i	-1.0	0	-0.9	1
COc1cccc(C2Nc3cc(Cl)c(S(N)(=O)=O)cc3S(=O)(=O)N2)c1 (configuration not stated)
→ -10	-2	-1	0	-0.4	i	-1.4	-3	-0.6	-1
COC(=O)c1ccc(CN2C(=O)NC3(CCCCC3)C2=O)cc1
→ 3	6	-6	0	0.0	i	0.6	0	0.1	4
O=C(CC1C(=O)NCCN1C(=O)Nc1ccc(F)cc1F)Nc1cc(Cl)ccc1Cl (configuration not stated)
→ -11	-7	-14	1	-0.2	i	0.0	-1	-0.1	3
O=C1CCCc2c1cc(C(=O)NCc1ccco1)c(=O)n2-c1ccc(Cl)cc1
→ -1	6	1	3	-0.3	i	1.0	1	-1.3	4
NC1=NC[C@@H](Cc2ccc(O)cc2)N1CCCCC1CCCCC1
→ 5	0	10	6	-0.4	i	-1.6	1	-0.1	-28
Cc1csc(NC(=O)CSc2nnc(-c3ccc(S(=O)(=O)N4CCCC4)cc3)o2)n1
→ -4	7	8	-1	0.3	i	·	-2	0.5	1
O=C(NCC(O)c1ccc([N+](=O)[O-])cc1)C1=COCCO1 (configuration not stated)
→ -5	-1	1	-3	0.2	i	-0.7	-1	-0.5	-17
O=C(COC(=O)/C=C/c1ccccc1[N+](=O)[O-])NCC1CCCO1 (configuration not stated)
→ -10	-2	1	0	0.6	i	1.3	-2	-0.1	-13
COc1ccc(CCNC(=O)C2CCCN(S(=O)(=O)N3CC(C)CC(C)C3)C2)cc1OC (configuration not stated)
→ -4	-6	2	3	-1.0	i	0.3	-1	-0.5	4
Cn1nnc2cc(C(=O)Nc3ccc4ccccc4c3)ccc21
→ -3	2	-3	-1	-2.1	i	0.1	2	-0.2	4
O=C(Nc1ccsc1C(=O)NC1CC1)c1ccccc1
→ -15	1	5	-2	-1.0	i	0.2	-4	-0.6	-5
COc1ccccc1N1CCN(C(=O)CCCn2c(=S)[nH]c3ccccc3c2=O)CC1
→ ·	2	0	3	0.3	i	0.3	1	-0.1	0
O=C(CN(c1ccc(F)cc1)S(=O)(=O)c1ccc2c(c1)OCCO2)NCc1ccccc1
→ -5	-10	-1	0	0.3	i	0.9	-1	-0.5	-3
COc1ccc(CCC(=O)N2c3ccccc3N=C(c3ccc4c(c3)OCO4)C2C(=O)Nc2ccc(OC)cc2)cc1 (configuration not stated)
→ ·	·	·	2	3.8	·	0.0	·	0.1	-5
C[C@@H]1CN([C@H](C)CO)C(=O)CCCn2cc(nn2)CO[C@H]1CN(C)S(=O)(=O)c1ccc(C#N)cc1
→ ·	-4	4	7	-2.5	i	-0.2	-1	-0.6	0
CCNC(=O)OCc1cn(-c2ccc(Cl)cc2)nn1
→ -4	7	2	0	0.1	i	3.2	0	0.2	-3
CN1C(C(=O)NCCc2cccs2)CC2Cn3c(nc4ccccc43)C21 (configuration not stated)
→ -6	2	5	2	-0.5	i	-0.7	-2	0.3	3
CCc1nnc(SCC(=O)Nc2ccc(N3CCN(S(C)(=O)=O)CC3)cc2)o1
→ -8	4	-1	-1	3.7	i	0.9	1	-0.9	4
COc1ccc2c(c1)C(O)C(CO)C(C(=O)O)C2 (configuration not stated)
→ -8	-5	4	3	-2.3	i	0.7	-1	-0.3	-1
COc1cc(CCC(=O)NC2(C)CCS(=O)(=O)C2)cc(OC)c1OC (configuration not stated)
→ 24	4	-10	-1	-0.9	i	0.9	1	0.1	-3
Cc1cccc(NC(=O)CNC(=O)CNC(=O)Cc2ccccc2)c1
→ -5	2	0	-1	-0.4	i	1.7	-1	-0.2	-1
C/C(=N\NC(=O)C(=O)N/N=C(\C)c1cccc(O)c1)c1cccc(O)c1
→ -3	2	2	-12	-0.2	i	1.5	2	-0.2	-1
CCOc1ccc(S(=O)(=O)N2CCN(CCNS(=O)(=O)c3ccc(C)cc3)CC2)cc1
→ -9	-1	-1	-4	-0.1	i	-0.6	-1	-0.4	0
COC(=O)[C@@H]1[C@H]2C[C@H]3c4[nH]c5ccccc5c4CCN3C[C@@H]2CC[C@@H]1O
→ -6&-4	6	-1	0	-1.4	i	-0.5	-3	0.0	0
COc1cccc(N=Nc2ccc3cccnc3c2O)c1
→ -11	17	-8	-6	2.0	i	-0.2	2	-0.1	-18
Cc1ccc2nc3c(cc2c1)c(NC(=O)c1ccccn1)nn3CC(C)C
→ -6	-2	-7	-3	3.0	i	0.3	3	-1.0	-8
Cc1ccc(NC(=O)c2ccc(CNc3c(N4CCOCC4)c(=O)c3=O)cc2)cc1
→ -9	4	3	-5	0.0	i	0.0	-1	-0.1	19
Cn1nc(C(F)(F)F)c(-c2ccc(Br)cc2)c1NC(=O)C1CCC1C(=O)O (configuration not stated)
→ -11	-1	1	-5	-0.9	i	-0.1	-2	-0.1	6
Cc1cc(C(C)(C)C)ccc1OCCn1ccnc1
→ -2	3	2	6	-0.3	i	-0.5	-5	0.1	4
c1ccc(COc2cncc(-c3cccnc3)c2)cc1
→ 2	-1	4	3	-1.0	i	1.2	0	-0.1	-1
O=C(Nc1ccnn1C1CCN(CC2CC=CCC2)CC1)c1ccccc1 (configuration not stated)
→ 0	-5	1	-3	4.0	i	0.9	2	-0.5	-3
O=C(COC(=O)[C@@H]1CCCN1C(=O)c1cccs1)NCCc1ccccc1
→ -7	-1	3	2	-0.2	i	0.1	0	-0.1	0
Cc1cc(C)c2ccc3c(C)c(C)nc3c2[nH]1
→ 1	-10	0	-7	5.6	i	0.5	7	-1.2	1
CCOC(=O)c1sc(NC(=O)COC(=O)CNC(=O)c2ccco2)c(C(=O)OCC)c1C
→ -8	-2	-5	-3	1.6	i	0.1	-3	0.2	4
CCCN1CCC(C)(C(=O)Nc2ccccc2Oc2ccccc2)C1 (configuration not stated)
→ ·	-5	1	1	0.1	i	-0.5	-1	0.0	-2

In a second layout: 4 of the compounds above
SMILES	Scp1 inh	NadD inh	DNMT1 block	CSN deneddyl inh	LMPTP inh	Rpn11 block	MsrA inhibitor	STEP inh	TbMetRS inhib	SUMO1-SIM PPI
COc1ccccc1N1CCN(C(=O)CCCn2c(=S)[nH]c3ccccc3c2=O)CC1	·	2	0	3	0.3	i	0.3	1	-0.1	0
O=C(CN(c1ccc(F)cc1)S(=O)(=O)c1ccc2c(c1)OCCO2)NCc1ccccc1	-5	-10	-1	0	0.3	i	0.9	-1	-0.5	-3
COc1ccc(CCC(=O)N2c3ccccc3N=C(c3ccc4c(c3)OCO4)C2C(=O)Nc2ccc(OC)cc2)cc1 (configuration not stated)	·	·	·	2	3.8	·	0.0	·	0.1	-5
C[C@@H]1CN([C@H](C)CO)C(=O)CCCn2cc(nn2)CO[C@H]1CN(C)S(=O)(=O)c1ccc(C#N)cc1	·	-4	4	7	-2.5	i	-0.2	-1	-0.6	0
